RXFP1 agonist = RXFP1 (human) receptor agonism | HEK293T-RXFP1 cAMP TR-FRET, 30 min; response scale: percent of porcine relaxin response, buffer zero | Potency, µM (titrated, usually from 57.5 µM), without a hit: at the highest dose activation, actives largely listed as activators | AID 2676 | 370,000 compounds, 0.3% hits; further: potency means the concentration at half of the fitted maximal effect; on the % scale 0 is the no-effect control and ±100 the full control effect; nearly all actives have a fitted effect of over 60% in size; many of its hits are not listed in these tables
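Agonist response is measured as cAMP accumulation in an RXFP1-transfected HEK293T line under PDE4 inhibition. Values are scaled between buffer-only and 29 nM porcine relaxin, and EC50s come from standard Hill equation fits.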
Anesthetic bind = binds horse apoferritin like a general anesthetic. 350,000 compounds, 0.074% hits. Potency, µM (highest dose often 77.5 µM), inactives show top-dose activity change, negative = displacement, usual class: inhibitors. apoferritin/1-aminoanthracene competitive binding, fluorescence; further: potency means the concentration at half of the fitted maximal effect; on the % scale 0 is the no-effect control and ±100 the full control effect; nearly all actives have a fitted effect of over 20% in size
Target sequence (P02791 2-175 limits assumed): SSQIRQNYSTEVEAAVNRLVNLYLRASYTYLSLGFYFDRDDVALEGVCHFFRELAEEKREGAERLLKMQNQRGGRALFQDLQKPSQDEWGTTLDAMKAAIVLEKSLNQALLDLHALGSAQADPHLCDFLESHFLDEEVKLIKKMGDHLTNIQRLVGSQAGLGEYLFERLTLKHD
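Read-out: endpoint 1-AMA fluorescence, excitation 380 nm and emission 535 nm, after compounds sit 10 min at room temperature with 10 uM horse-spleen apoferritin in 50% saturated 1-AMA/PBS. Values come from four-parameter Hill fits.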
TRHR PAM = allosterically enhances the human TRH receptor | P34981 | AID 493056 | TRHR cells, fluo-8 calcium fluorescence, EC20 TRH enhancement | enhancement, % at 2 µM | 360,000 compounds, 0.66% hits; in the data active means enhancement above about 30%; further: 0% is about no effect
Target sequence (P34981 whole entry, looked up): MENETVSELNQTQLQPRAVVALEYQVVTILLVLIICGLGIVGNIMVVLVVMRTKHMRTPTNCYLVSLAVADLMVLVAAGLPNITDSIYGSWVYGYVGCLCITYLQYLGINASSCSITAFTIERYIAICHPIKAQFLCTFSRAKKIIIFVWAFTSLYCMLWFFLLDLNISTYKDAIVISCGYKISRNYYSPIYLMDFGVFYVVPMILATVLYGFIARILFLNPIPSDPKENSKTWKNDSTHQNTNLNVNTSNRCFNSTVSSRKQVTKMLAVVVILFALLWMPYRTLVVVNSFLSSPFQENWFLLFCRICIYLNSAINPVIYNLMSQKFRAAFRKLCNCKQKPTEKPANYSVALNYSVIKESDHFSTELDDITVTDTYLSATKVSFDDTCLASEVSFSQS
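Enhancer read-out: after compound pinning and an initial kinetic agonist-mode read, an EC20 of TRH (10 nM final) was injected and fluo-8 calcium signal (Ex 480/Em 530) followed at 1 s/cycle for 100 cycles in TRHR-expressing cells.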
D1 ag = human D1 receptor agonism. P21728. activation, % at 2 µM. AID 504660. 360,000 compounds, 1% hits. HEK293 T-REx D1 cells, calcium flux, agonist mode; in the data active means activation above about 30%; further: 0% is about no effect
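Agonism was scored from calcium flux recorded over 180 s (1 read/s) after pintool compound addition, following a 10-cycle baseline. Cells were inducible force-coupled HEK293 TREx D1, plated overnight at 30 C and loaded with no-wash calcium dye.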
D1 antagonist = antagonists of human D1 dopamine receptor. HEK293 TREx D1 cells, calcium flux, dopamine EC80; hits give low values. activity change, negative = inhibition, % at 10 µM. 360,000 compounds, 3.2% hits. AID 504652; in the data active means activity change below about -30%; further: on the % scale 0 is the no-effect control and ±100 the full control effect
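Antagonism measured as reduced calcium response to an EC80 dopamine addition following 180 s compound pre-read; cells were inducible HEK293 Trex D1 plated overnight at 30 C, read kinetically at 1 cycle/sec.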
RXFP1 antagonist = blocks the human relaxin receptor RXFP1. 350,000 compounds, 0.59% hits. AID 1259400. HEK293-RXFP1, relaxin-stimulated cAMP HTRF, 30 min; hits give low values. activity change, negative = inhibition, % at 57.5 µM;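 active means activity change of -60% or lower, but not beyond a set lower limit; inconclusive means change between -60% and -40%, or beyond the set limit; inactive means change above -40%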; further: on the % scale 0 is the no-effect control and ±100 the full control effect
TRHR agonist = agonists of human TRH receptor | TRHR cells, calcium flux fluo-8, FDSS agonist mode | activation, % at 2 µM | 360,000 compounds, 0.18% hits; in the data active means activation above about 30%; further: 0% is about no effect
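Fluo-8-loaded TRHR cells; 10 s baseline, compound added, kinetic Ca2+ fluorescence read 1/s, agonist mode.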
D1 PAM = human D1 dopamine receptor positive modulation | HEK293 TREx D1 cells, calcium flux, dopamine EC20 potentiation | potentiation, % at 10 µM | 360,000 compounds, 0.036% hits | AID 504651; in the data active means potentiation above about 30%; further: 0% is about no effect
D2 PAM = positive allosteric modulators of human D2 dopamine receptor; potentiation, % at 10 µM; 340,000 compounds, 0.34% hits; P14416; HEK293 T-REx D2, calcium flux, EC20 dopamine potentiation;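 active means potentiation over 3 SD above the plate norm, cut at about 30% in these data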; further: 0% is about no effect
Target sequence (P14416 whole entry, looked up): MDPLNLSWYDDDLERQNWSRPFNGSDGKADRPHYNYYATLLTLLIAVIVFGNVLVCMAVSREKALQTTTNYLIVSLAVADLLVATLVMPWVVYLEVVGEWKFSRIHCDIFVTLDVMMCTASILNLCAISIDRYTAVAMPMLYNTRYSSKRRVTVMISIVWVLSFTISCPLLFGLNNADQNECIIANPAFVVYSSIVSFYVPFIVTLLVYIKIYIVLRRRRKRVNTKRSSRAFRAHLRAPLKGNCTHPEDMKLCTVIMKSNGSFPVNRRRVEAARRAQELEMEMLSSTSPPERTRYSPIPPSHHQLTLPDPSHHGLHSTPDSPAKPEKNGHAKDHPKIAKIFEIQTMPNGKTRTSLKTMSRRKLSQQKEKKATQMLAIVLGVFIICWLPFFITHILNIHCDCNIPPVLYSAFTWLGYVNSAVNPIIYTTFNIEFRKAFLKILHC
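Primary screen. Calcium kinetics in induced HEK293 T-REx D2 cells: compound pre-addition 180 s, EC20 dopamine, 180 s more.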
* = called active by the depositor; ? = inconclusive; nt = not tested or not shown; & = joins results of further samples; [ ] = remark or other dose. Unless noted, the call rests on the fitted dose curve; in most records, active means well fitted curve in the direction sought with a large enough effect; inconclusive means small, poorly fitted or top-dose-only effect, or another doubt; inactive means no such curve, though single readings can be large; an effect the other way counts as inactive or inconclusive. These rows are one share of the data, so the mix of outcomes need not match the whole.

nr	structure	RXFP1 agonist	Anesthetic bind	TRHR PAM	D1 ag	D1 antagonist	RXFP1 antagonist	TRHR agonist	D1 PAM	D2 PAM
1	COC(=O)[C@@H](Cc1c[nH]c2ccccc12)NC(=O)CNC(=O)c1ccccc1OC	0.6%	-13%	-2	3	-4	2	0.0	-1	-7
2	O=C(CSc1nnc(-c2cccs2)o1)OC1CCCCC1	0.8%	?	-3	5	-20	-19	-0.2	-4	7
3	CC(C)Cn1c(SCC(=O)Nc2cc(Cl)c(Cl)cc2Cl)nc(O)cc1=O	-1.0%	nt	22	2	-4	?	0.8	-5	-4
4	COc1ccc(/C=C/C(=O)N2CCN(c3ccccn3)CC2)cc1OC	-0.8%	-4%	-12	3	-3	3	-0.1	2	3
5	CCCCOC(=O)n1c(SCC(=O)N(CC)CC)nc2ccccc21	1.9%	-3%	-3	4	2	1	0.7	-1	-3
6	Cc1ccc(C)c(/C(O)=C2\C(=O)C(=O)N(CCCN3CCOCC3)C2c2cccnc2)c1 (stereo not drawn)	0.0%	2%	2	-3	-25	nt	0.5	-3	-3
7	CS(=O)(=O)N1CCC(C(=O)Nc2cccc(F)c2)CC1	-1.2%	-12%	-1	4	1	-1	0.8	-2	4
8	CC(=O)N(C(C)=O)c1cccc2c(N(C(C)=O)C(C)=O)cccc12	1.0%	-9%	12	3	-7	-1	0.2	7	6
9	Cc1ccc(N2C(=O)CSC23C(=O)N(CC(=O)Nc2ccccc2F)c2ccccc23)cc1C (stereo not drawn)	0.0%	-17%	4	9	-32*	nt	-0.7	-4	-5
10	Cc1cc(C)n(C(=O)c2nn(C)c(C)c2[N+](=O)[O-])n1	-0.3%	-9%	-1	2	24	6	-0.6	-5	14
11	O=C(Nc1cccc(-c2ccc(N3CCOCC3)nn2)c1)c1ccc(Cl)cc1	2.1%	nt	13	-1	14	-17	-0.8	-4	-15
12	O=C(CSc1nc(C(F)(F)F)cc(=O)[nH]1)N1CCC(Cc2ccccc2)CC1	-0.9%	nt	3	2	0	10	0.9	-1	1
13	CC(=O)OCC(OC(C)=O)C(OC(C)=O)C(OC(C)=O)C(=O)Nc1ccccc1C (stereo not drawn)	0.4%	-7%	6	0	-8	3	0.3	-4	1
14	O=C(CCCC(=O)N1CCN(c2ccccc2F)CC1)N1CCN(c2ccccc2F)CC1	0.1%	-6%	-4	2	4	-11	-0.5	-7	1
15	COc1ccc(C(=O)N=C2SC3CS(=O)(=O)CC3N2Cc2ccc(OC)c(OC)c2)cc1 (stereo not drawn)	2.9%	-6%	-2	7	-10	0	0.8	2	4
16	COc1ccc(NC(=O)c2ccco2)c2ccccc12	0.3%	-8%	4	1	8	2	0.6	-4	0

Record cards, as listed above. Values in the order: RXFP1 agonist, Anesthetic bind, TRHR PAM, D1 ag, D1 antagonist, RXFP1 antagonist, TRHR agonist, D1 PAM, D2 PAM
`Cc1ccc(C)c(/C(O)=C2\C(=O)C(=O)N(CCCN3CCOCC3)C2c2cccnc2)c1` (stereo not drawn) as listed: 0.0%, 2%, 2, -3, -25, nt, 0.5, -3, -3
`O=C(Nc1cccc(-c2ccc(N3CCOCC3)nn2)c1)c1ccc(Cl)cc1` as listed: 2.1%, nt, 13, -1, 14, -17, -0.8, -4, -15

Continuation:
nr	structure	RXFP1 agonist	Anesthetic bind	TRHR PAM	D1 ag	D1 antagonist	RXFP1 antagonist	TRHR agonist	D1 PAM	D2 PAM
17	Cc1cc(=O)c2cc(C(=O)Nc3cccc(C)c3C)ccc2[nH]1	?	6%	1	0	-7	4	0.3	0	7
18	COc1ccccc1OCC(=O)Nc1cc(NC(=O)COc2ccccc2OC)cc(C(=O)O)c1	0.2%	-5%	7	0	-5	-7	0.5	-2	-5
19	CN(c1ccccc1)c1nc(N)c([N+](=O)[O-])c(N2CCCCCC2)n1	-0.1%	-6%	-1	4	6	?	0.1	3	4
20	Cc1ccc(C(=O)COC(=O)CN2C(=O)C3C4C=CC(C4)C3C2=O)cc1[N+](=O)[O-] (stereo not drawn)	1.5%	?	10	13	-15	8	-2.3	0	7
21	CCOc1ccc(-c2cccc(NS(=O)(=O)c3cc([N+](=O)[O-])ccc3C)c2)nn1	2.0%	nt	7	0	0	1	-1.4	-2	0
22	COc1cccc(N2CCN(C(=O)C3CCN(S(=O)(=O)c4ccc5c(c4)oc(=O)n5C)CC3)CC2)c1	0.9%&1.2%	1%&-6%	2&-2	1&7	0&-13	-15	0.3&-0.4	-3&-2	-7&6
23	COCCCn1c(=O)c2sccc2n2c(CCCC(=O)NCc3cccc(OC)c3)nnc12	14%&21%	-6%&-13%	1&2	1&0	17&12	-11&4	0.0&0.0	7&2	0&1
24	NC(=O)CC(NC(=O)c1ccc(Br)cc1)c1ccc(NCCc2ccc(F)cc2)c([N+](=O)[O-])c1 (stereo not drawn)	0.0%	-2%	1	4	12	nt	-0.5	-4	12
25	Cc1cc(C)c2cc(CN(CCO)Cc3nnnn3Cc3ccccc3)c(=O)[nH]c2c1	1.1%	2%	2	4	4	23	-0.1	0	-10
26	CCOC(=O)c1ccc(N=Cc2nc3ccccc3n2C)cc1	1.8%	-21%	1	-1	-4	-10	-0.2	2	2
27	O=C(O)c1ccc(-n2nnnc2SCc2ccccc2F)cc1	1.6%	-16%	1	3	-2	nt	0.1	3	-31
28	NC(=O)CC(NC(=O)Cc1cccc2ccccc12)c1ccc(N2CCC(Cc3ccccc3)CC2)c([N+](=O)[O-])c1 (stereo not drawn)	0.4%	-17%	0	1	3	nt	0.1	2	-5
29	O=C(Nc1nnc(-c2ccc(F)cc2)s1)C1CCN(S(=O)(=O)c2ccc(Cl)cc2)CC1	20%	-3%	4	5	32	7	-0.2	-1	3
30	CC(=O)Nc1ccc(/C=C/c2nc3ccccc3[nH]c2=O)cc1	4.5%	86%[activator]	17	3	-3	8	3.0	-1	nt
31	O=C(Nc1cccc(Oc2ccc3c(c2)C(=O)NC3=O)c1)c1ccco1	0.1%	-2%	0	0	-3	14	-0.7	-4	13
32	CCOC(=O)N1CCN(CC(O)COc2cc(C)ccc2C(C)C)CC1 (stereo not drawn)	-2.0%	-14%	6	15	-15	-3	0.3	-6	15

Entries above that contain a thiophene ring, fused or not, in the order listed:
nr	structure	RXFP1 agonist	Anesthetic bind	TRHR PAM	D1 ag	D1 antagonist	RXFP1 antagonist	TRHR agonist	D1 PAM	D2 PAM
2	O=C(CSc1nnc(-c2cccs2)o1)OC1CCCCC1	0.8%	?	-3	5	-20	-19	-0.2	-4	7
23	COCCCn1c(=O)c2sccc2n2c(CCCC(=O)NCc3cccc(OC)c3)nnc12	14%&21%	-6%&-13%	1&2	1&0	17&12	-11&4	0.0&0.0	7&2	0&1

Continued.
nr	structure	RXFP1 agonist	Anesthetic bind	TRHR PAM	D1 ag	D1 antagonist	RXFP1 antagonist	TRHR agonist	D1 PAM	D2 PAM
33	CC(C)=NNc1nc2c(c(=O)n(C)c(=O)n2C)n1CCc1ccccc1	13%	0%	6	2	3	-20	-0.2	-1	9
34	O=C1CC(c2nnc(Cc3ccc(Cl)cc3)o2)CN1c1ccccc1 (stereo not drawn)	-1.0%	-1%	4	13	3	-7	-0.9	-4	11
35	Cc1cccc(OCCCC(=O)Nc2ccc(S(=O)(=O)Nc3ncccn3)cc2)c1C	-0.1%	-4%	4	4	39	5	0.2	-2	-2
36	CN1c2ccccc2C(C)(C)C12CC(CCl)=NO2 (stereo not drawn)	1.7%	-12%	7	1	-15	4	0.9	-2	11
37	O=C(CCC(=O)N1CCSc2ccccc21)NC1CCCCC1	2.0%	-22%	-5	0	-17	-9	0.2	1	9
38	COC(=O)c1cnc2ccccc2n1	-0.6%	-8%	6	1	-6	3	-0.2	15	nt
39	CC(NC(=O)CCc1cn(Cc2ccccc2Cl)c2ccccc12)c1ccccc1 (stereo not drawn)	5.7%	61%[activator]	-1	3	-7	-5	0.6	-6	2
40	N#CCn1c(CN2CCCC2)nc2ccccc2c1=O	0.1%	0%	8	1	-5	-4	0.6	-5	13
41	O=C1CCCC2=C1C(c1cccs1)Nc1ccccc1N2 (stereo not drawn)	2.4%	-9%	9	3	-1	-1	0.6	-2	8
42	CCN1C(=NCCCOC(C)C)N[C@@H](CCc2ccccc2)[C@H](C(=O)NCCCOC(C)C)[C@H]1C	4.3%	-11%	2	2	4	nt	1.7	-1	nt
43	O=C(NC1CCCCC1)C(c1ccc(O)cc1)N(CC1CCCO1)C(=O)C1COc2ccccc2O1 (stereo not drawn)	0.8%	-23%	-11	4	14	-13	1.9	9	-4
44	COc1ccccc1NC(=O)c1c(C)cc(C)nc1SCC(=O)Nc1ccc(C)c(C)c1	3.2%	-6%	-3	1	-4	1	0.4	1	-8
45	Cc1ccc(N=c2ssnc2Cl)cc1	0.4%	?	9	1	2	-4	0.2	-5	10
46	CN(CC(=O)N1CC=C(c2ccccc2)CC1)S(=O)(=O)c1ccc2c(c1)c(=O)n(C)c(=O)n2C	2.2%	?	-1	-1	-1	nt	-0.4	nt	4
47	CC1CCCC(NC(=O)COC(=O)/C=C/c2ccco2)C1C (stereo not drawn)	0.2%	nt	15	-1	5	3	-0.1	0	8
48	CCn1c(CC(=O)Nc2ccccc2F)nnc1SCC(=O)Nc1nnc(C)s1	2.5%	-3%	-1	0	-2	0	-0.4	3	-5
49	Cc1oc2ccc(O)c(CN3CCCCCC3)c2c1C(=O)Nc1cccc(Cl)c1C	-1.9%	-24%	1	21	-2	-5	-1.1	-4	13
50	Cc1ccccc1OCCOCCN1CCCCCC1	-1.1%	-4%	1	2	-3	-4	0.4	0	-27
51	NC1=NC(c2cc(F)cc(F)c2)n2c(nc3ccccc32)N1 (stereo not drawn)	-3.2%	-6%	-4	-1	1	nt	1.2	-4	-4
52	O=C(Cn1cnc2cc([N+](=O)[O-])ccc2c1=O)Nc1ccc2c(c1)CCC2	1.9%	?	9	1	-4	-9	-1.7	-2	17
53	O=C(CSc1nnc(-c2ccccc2)n1CC1CCCO1)N1CCCC1 (stereo not drawn)	0.9%	-18%	12	0	-2	-5	-0.7	-1	32*
54	Cc1cc(SCC(=O)Nc2cccc(S(=O)(=O)N3CCOCC3)c2)nc2ccccc12	1.4%	-7%	9	8	-1	1	-0.9	-2	6
55	COc1cccc(C(=O)CSc2nnc(CNS(C)(=O)=O)n2-c2ccc(C)cc2)c1	2.4%	-20%	3	0	-8	3	-0.1	-4	1
56	O=C(O)c1ccccc1/C=N/Nc1ccc(S(=O)(=O)N2CCCC2)cc1[N+](=O)[O-]	-0.4%	-11%	5	2	-3	9	0.0	-7	-8
57	COC(=O)c1ccc(NC(=O)CSCc2ccc(C)cc2)cc1	1.9%	?	2	6	5	-17	-0.1	-7	-7
58	Cc1ccc(-n2ncc(C(=O)NCCN3CCc4ccccc4C3)c2C2CCN(C(=O)OC(C)(C)C)CC2)cc1C	-5.1%	-8%	6	0	3	?	0.6	0	-11
